# Mcl1 Bid PPI – Mcl-1/Bid binding inhibitors, primary screen, biochemical, TR-FRET, 1536-well; hit rate 0.97% among 220,000; TR-FRET Mcl-1/Bid-Dy647 peptide binding; AID 1021, 2008; Induced myeloid leukemia cell differentiation protein Mcl-1 (Homo sapiens), Q07820; inhibition, % at 21.7 µM;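 active means compounds that cut the binding signal by more than half at the single screening dose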;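 further: His-tagged Mcl-1 with europium anti-His antibody binding Bid BH3 peptide; 0% = Mcl-1 plus peptide wells and 100% = peptide-only wells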
# Target sequence (Q07820 whole entry, looked up): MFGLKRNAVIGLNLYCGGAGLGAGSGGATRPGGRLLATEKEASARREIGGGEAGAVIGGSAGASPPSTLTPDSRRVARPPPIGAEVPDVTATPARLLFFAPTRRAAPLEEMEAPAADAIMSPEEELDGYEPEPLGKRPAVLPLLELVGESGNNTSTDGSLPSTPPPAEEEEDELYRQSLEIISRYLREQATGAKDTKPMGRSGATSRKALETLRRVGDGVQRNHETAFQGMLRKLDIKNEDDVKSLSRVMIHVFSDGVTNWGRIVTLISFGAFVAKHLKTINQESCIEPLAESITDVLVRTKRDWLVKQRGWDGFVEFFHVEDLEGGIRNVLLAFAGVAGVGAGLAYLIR
# Pf gamet viab – late stage P. falciparum gametocyte viability inhibitors, primary screen, ATP luminescence, HTS. P. falciparum stage V gametocytes, 24 h. hit rate 0.065% among 150,000. inhibition, % at 10.9 µM;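 active means inhibition above the mean plus 3 SD of compounds within the control limits, set per campaign, cut at about 38% in these data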;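 further: 0% = DMSO wells and 100% = medium only without gametocytes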
# Avidin fluor – green autofluorescence of compounds with avidin beads – biophysical, 488/530 nm, flow cytometry, artefact control, profiling panel | hit rate 0.38% among 220,000 | fluorescence (KMESF) at 10 µM | compound fluorescence 488/530 nm; hits give high values | AID 1775, 2009; in the data active means fluorescence above about 47; further: inactives centre near 10
# Mcl1-Noxa inh – Mcl-1/Noxa binding inhibitors, primary screen, biochemical, TR-FRET, 1536-well; Induced myeloid leukemia cell differentiation protein Mcl-1 (Homo sapiens), Q07820; TR-FRET Mcl-1/Noxa peptide binding, 2 h; inhibition, % at 21.7 µM; hit rate 1.5% among 220,000; AID 1022, 2008;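 active means compounds that cut the protein-peptide binding signal by more than 50% relative to plate controls in a single-dose test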;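 further: His-tagged Mcl-1 with rhodamine Noxa BH3 peptide and terbium anti-His antibody; 0% = Mcl-1 plus Noxa peptide wells and 100% = peptide-only wells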
# Numbers without * were called inactive.
# Values run as follows: Pf gamet viab, Avidin fluor, Mcl1-Noxa inh, Mcl1 Bid PPI
Cc1cccc(-n2nnnc2SCC(=O)Nc2cccc(S(N)(=O)=O)c2)c1
  -14, 1, -23, -8
COc1cc2c(cc1OC)-c1cc(N3CCc4ccccc43)nc(=O)n1CC2
  10, 7, 13, 0
CNC(=S)c1cc(C(C)(C)C)c(O)c(C(C)(C)C)c1
  -4, 8, -20, -22
COc1cc(SC)ccc1C(=O)Nc1ccc(Br)cn1
  9, 8, -1, -5
Cn1c(=O)c([N+](=O)[O-])c(NCC2CCCO2)c2ccccc21 (stereo not drawn)
  -21, 11, 20, 10
NNC(=O)c1csc(-c2ccccc2)n1
  -19, 4, -5, -9
COc1cccc(/C=C/C(=O)NCc2ccc(S(N)(=O)=O)cc2)c1
  11, 4, 11, -16
CCC1=C(OC(=O)N(CC)CC)N2C(=O)OC(=NCCc3c[nH]c4ccccc34)[C@]2(C)[C@H]2C1=CC[C@H]1C(=O)N(CC)C(=O)[C@H]12
  16, 8, 1, -73
Cc1ccc(C(=O)NCCN2C3=NC[C@H](Cc4ccc(O)cc4)N3C[C@H]2Cc2ccc(O)cc2)cc1Br
  16, 7, -2, -61
Cc1nc(-c2nnc(SCC(=O)Nc3ccc(C(F)(F)F)cc3)n2C)cs1
  8, 7, -2, -12
CCN(CC)C(=O)C12C(=O)Oc3ccccc3C1C2(C)C(=O)c1ccc(F)cc1 (stereo not drawn)
  16, 9, 10, 12
Nn1cc(-c2ccccc2)nc1SCC(=O)Nc1ccc(S(N)(=O)=O)cc1
  2, 4, 20, -35
O=C(NCc1ccc(OC(F)(F)F)cc1)C1CC(c2cccc(F)c2)=NO1 (stereo not drawn)
  -12, 12, 2, -7
C/C(=N\Nc1ccc(C(=O)c2c(C)cc3ccccn23)cc1[N+](=O)[O-])c1ccc(O)cc1
  -6, 7, -18, -23
CSC(=CC(=O)c1ccc(F)cc1)SC
  0, 3, 16, -9
COc1ccc(S(=O)(=O)Nc2ccccc2C(=O)N2CCCC2)cc1OC
  7, 8, 18, -9
N/C(Cc1nc(-c2ccc(Cl)cc2)cs1)=N/O
  -13, 6, 2, -12
Cc1ccc(-n2c3nc(=O)n(C)c(=O)c-3cc3ccccc32)cc1
  5, 20, -4, 44
CNC(=O)n1cc(C)c(-c2cccs2)n1
  -5, 5, -11, -18
O=C(CCl)Nc1cccc(CP(=O)(c2ccccc2)c2ccccc2)c1
  -48, 5, 3, -31
Cc1cc(/C=C2\SC(=S)NC2=O)c(C)n1-c1cccc(O)c1
  -15, 6, 53*, -41
Cc1ccc(C(O)P(=O)(OC(C)C)c2ccc(N(C)C)cc2)cc1 (stereo not drawn)
  6, 5, -6, -57
Cn1nc(C(F)(F)F)cc1C(=O)O
  -17, 4, 7, -3
COc1ccc2c(c1)S(=O)(=O)c1ccccc1N2
  -25, 7, 1, -13
COc1cccc(C2/C(=C(/O)c3ccccc3)C(=O)C(=O)N2Cc2ccco2)c1 (stereo not drawn)
  9, 9, 17, 8
CC1(c2ccc(OC(F)F)cc2)NC(=O)N(CC(=O)Nc2cccc(S(N)(=O)=O)c2)C1=O (stereo not drawn)
  7, 10, -19, -38
Cc1nc2ccccc2c2c1CC(C(C)(Cl)Br)O2 (stereo not drawn)
  5, 9, 1, -15
COC(=O)c1cnc(Oc2ccc(NC(=O)NC(=O)c3c(F)cccc3Cl)cc2)cc1C(F)(F)F
  6, 6, -2, -14
OCCC1CN(Cc2ccc(Oc3ncccn3)cc2)CCN1Cc1ccc(F)c(F)c1 (stereo not drawn)
  12, 5, -27, -15
COC(=O)c1sc(SC)c(S(=O)(=O)C(C)C)c1N
  -8, 7, 6, -11

# 3 neighbouring entries already listed:
# Values run as follows: Pf gamet viab, Avidin fluor, Mcl1-Noxa inh, Mcl1 Bid PPI
COC(=O)c1cnc(Oc2ccc(NC(=O)NC(=O)c3c(F)cccc3Cl)cc2)cc1C(F)(F)F
  6, 6, -2, -14
OCCC1CN(Cc2ccc(Oc3ncccn3)cc2)CCN1Cc1ccc(F)c(F)c1 (stereo not drawn)
  12, 5, -27, -15
COC(=O)c1sc(SC)c(S(=O)(=O)C(C)C)c1N
  -8, 7, 6, -11

# More records follow.
# Values run as follows: Pf gamet viab, Avidin fluor, Mcl1-Noxa inh, Mcl1 Bid PPI
CC(=O)Cc1cc(O)c2ccccc2c1OC(=O)c1ccc(Br)cc1
  4, 4, 24, 96*
Cc1ccc(/C=C2/SC(=S)N(c3ccc(S(=O)(=O)Nc4nccs4)cc3)C2=O)cc1
  18, 7, 56*, -44
C=Cn1c(C(=O)O)ccc1-c1ccc(CC)cc1
  -14, 7, 17, -59
N/C(=N\c1nc2ccccc2o1)NC(=O)/C=C/c1ccccc1
  -10, 3, 10, -18
O=C(O)CCN1C(=O)C2C3c4ccccc4C(c4ccccc43)[C@@H]2C1=O (stereo partly drawn)
  4, 8, -10, -7
O=c1[nH]c(-c2ccc(Cl)cc2)nc(=S)[nH]1
  12, 6, -19, -62
O=C(Nc1cc(S(=O)(=O)N2CCOCC2)ccc1N1CCCC1)c1cccnc1Cl
  -17, 8, -14, -78
CN1CCN(S(=O)(=O)c2ccc(Oc3ccc(F)cc3Br)nc2)CC1
  -5, 5, 8, -8
CCCC(=O)N/C(N)=N/c1nc2ccccc2o1
  10, 3, 8, -4
Cn1nccc1C(=O)N/N=C/c1ccccc1[N+](=O)[O-]
  -24, 4, 12, 6
O=C(O)CSc1nc2sc3c(c2c(=O)n1-c1ccccc1)CCC3
  4, 7, 28, -14
Cn1c(=O)c([N+](=O)[O-])c(NC2CCS(=O)(=O)C2)c2ccccc21 (stereo not drawn)
  0, 8, -6, -13
CN1CCN(c2ccc(CNS(=O)(=O)c3cccc(F)c3)cc2)CC1
  -1, 17, 12, -97
C=CCSc1nc2ccccc2c(=O)n1C1CCOC(C)(C)C1 (stereo not drawn)
  7, 8, -9, -5
O=C(NCc1ccco1)Nc1ccc(OC(F)(F)F)cc1
  27, 7, 1, -8
CC(=O)Nc1nc2ccccc2n1Cc1ccccc1Cl
  -6, 8, 12, -21
NC(=O)NCC(=O)N1CCC(C(O)(c2ccccc2)c2ccccc2)CC1
  6, 4, 11, -24
Cc1ccc(SCCN2CCN(CC(C)C)CCC2=O)cc1
  -8, 7, -5, -100
COC(=O)c1c(C)nc(C)c(C(=O)OC)c1-c1ccsc1
  11, 5, 8, -3
COc1cccc(-c2nc(-c3cccs3)no2)c1
  -3, 8, 27, -1
COc1ccc(-c2c(C(F)(F)F)nn(C)c2NC(=O)c2ccco2)cc1
  -13, 8, 9, -6
COc1ccc(C(=O)/C=C/NCc2ccc(F)cc2)cc1OC
  -10, 8, 18, -33
O=C(O)CC1c2ccccc2S(=O)(=O)N1Cc1ccccc1 (stereo not drawn)
  -38, 14, 11, 1
N#CC1C=Cc2ccccc2N1C(=O)c1ccccc1 (stereo not drawn)
  6, 5, 2, -22
Cc1onc(-c2c(Cl)cccc2Cl)c1NC(=O)NNc1c(Cl)cncc1Cl
  -11, 6, 15, -6
Cn1c(-c2ccc3ccccc3n2)[n+](C)c2ccccc21
  23, 9, 1, -3
Cc1cc(-c2nnnn2-c2cc(Cl)cc(Cl)c2)no1
  10, 8, 6, -50
Cc1cc(=O)oc2cc(OCC(=O)Nc3ccc(S(=O)(=O)N(C)C)cc3)ccc12
  13, 6, 8, -3
Cc1onc(-c2ccccc2)c1-c1ccnn1S(=O)(=O)c1ccc(Cl)cc1
  -40, 3, 5, -2
Cc1onc(-c2ccccc2)c1C(=O)NC(=S)NNC(=O)c1cc(-c2ccc(F)cc2)n[nH]1
  1, 8, -90, -103

# An excerpt from above, reduced to Pf gamet viab:
structure,Pf gamet viab
COc1ccc(C(=O)/C=C/NCc2ccc(F)cc2)cc1OC,-10
Cc1ccc(SCCN2CCN(CC(C)C)CCC2=O)cc1,-8

# Further structures follow.
# Values run as follows: Pf gamet viab, Avidin fluor, Mcl1-Noxa inh, Mcl1 Bid PPI
O=C(Nc1cc(S(=O)(=O)N2CCCCC2)ccc1N1CCOCC1)c1cc(=O)[nH]c2ccccc12
  13, 8, 8, -77
CC1CCC(C(C)C)C(=O)/C1=C/c1ccc(N)cc1 (stereo not drawn)
  -20, 5, -5, -65
N/C(=N\OC(=O)/C=C/c1ccccc1)c1ccc(Cl)cc1
  9, 6, -8, 5
O=C(Nc1ccccc1)Nc1ccc(Oc2cccnc2)nc1
  -47, 7, 9, -13
CCOC(=O)/C(=C/c1cn(C)c2ccccc12)NC(=O)c1ccccc1
  -11, 3, 2, -9
O=C(CSc1nc2ccccc2s1)NC1CCCC1
  -13, 8, 22, -34
CCCn1c(=N)c(S(=O)(=O)c2ccccc2)cc2c(=O)n3ccccc3nc21
  -6, 6, 8, -6
COC(=O)CC1(C(=O)OC)Oc2ccc(Br)cc2C(=O)N1c1cccc(Cl)c1Cl (stereo not drawn)
  12, 3, -23, -28
N/C(=N\OC(=O)/C=C/c1ccccc1Cl)c1cccnc1
  0, 3, 8, -8
Cc1ccc(CN2CCN(Cc3nc4ccccc4nc3C)CC2CCO)cc1 (stereo not drawn)
  13, 5, 12, -32
CCOc1nc(CC(C)C)c2c(c1C#N)CC(C)(C)OC2
  0, 8, 2, -5
O=C(c1[nH]ncc1-c1cccc(Br)c1)C1CO1 (stereo not drawn)
  15, 5, 19, -41
Cc1cc(C)nc(NC(=S)Nc2cccc(F)c2)c1
  -4, 4, 7, -5
CC(C)(C)N(CC#CCC(O)(c1ccccc1)c1ccccc1)CCO
  -21, 9, 0, -22
COC(=O)N/N=C/c1cn(Cc2ccccc2F)c2ccccc12
  -11, 11, 2, -12
O=C(O)Cc1ccc(NC(=S)Nc2ccc(Br)cc2Cl)cc1
  -22, 6, 22, -30
Cc1ccc(CNC(=O)c2cc(-c3cc(C)cc(C)c3O)n[nH]2)cc1
  0, 16, -6, -16
Cc1cc(C(=O)Cn2c(CO)nc3ccccc32)c(C)n1C
  -12, 5, 21, -21
COc1ccc(/C=N/NC(=O)c2ccc(COc3cccc4cccnc34)cc2)cc1O
  -9, 7, 51*, -44
COc1cc(C=O)ccc1Oc1nnnn1-c1ccccc1
  -31, 6, -18, 25
Cn1c2ccccc2c(=O)c2c(=O)n(-c3ccc(F)cc3)c(-c3cccs3)nc21
  -1, 6, -5, 2
O=C(COC(=O)c1ccc2ccccc2c1O)NCC(F)(F)F
  -7, 4, 18, -76
Cc1nnsc1C(=O)NNc1ccc(C(C)(C)C)cc1
  20, 6, 2, -11
Cc1cc(=S)nc(-c2ccccn2)[nH]1
  -9, 7, -49, -186
CC(C)(C)C(=O)Nc1ccc(-c2cnco2)cc1
  16, 6, 0, -4
Cc1onc(-c2c(Cl)cccc2Cl)c1-c1nc2cc(Cl)ccc2c(=O)o1
  -3, 3, -10, -3
O=C(CSc1nc2c(c(=O)n1-c1ccccc1)SCC2)NCC1CCCO1 (stereo not drawn)
  -9, 8, 5, -41
CC1CCC(NC(=O)C(Cc2ccccc2)n2cccc2)CC1 (stereo not drawn)
  18, 8, 3, -86
CCC(=O)N1N=C(c2c(O)n(C)c(=O)n(C)c2=O)CC1c1ccccc1 (stereo not drawn)
  -10, 8, -70, -83
CN1c2ccccc2C(=O)/C(=C\Nc2ccc(F)cc2F)S1(=O)=O
  -16, 8, -22, -9
COC(=O)[C@@H](NC(=O)NCCC1=CCCCC1)C(C)C
  6, 6, -1, -4
CCc1ccc(C2c3[nH]c4ccccc4c3CCN2C(=O)c2cc[n+]([O-])cc2)cc1 (stereo not drawn)
  -13, 6, 7, -32
O=C(Nc1ccc(N2CCOCC2)cc1Cl)C1CCN(C(=O)OCc2ccccc2)CC1
  -15, 4, -1, -12
COC(=O)CC(CP(=O)(O)CN(C)C=O)C(=O)OC (stereo not drawn)
  -10, 8, 6, 7
CC(=O)C(Sc1nnnn1-c1ccccc1)C(C)=O
  7, 7, -11, -28
Cn1c(=O)c2c(ncn2CC(=O)N2CCN(c3ccc([N+](=O)[O-])cc3)CC2)n(C)c1=O
  11, 2, 24, -7
O=C(O)CCCCCN1C(=O)/C(=C\c2cn(-c3ccccc3)nc2-c2cccs2)SC1=S
  -9, 6, 99*, 89*
COc1ccc(N2CCN(C(=O)CCc3ccc(S(=O)(=O)NC(C)(C)C)cc3)CC2)cc1
  10, 6, -13, -44
C/C(=N\NC(=O)c1ccc(OC2OCCOC2Oc2ccc(C(=O)N/N=C(\C)c3ccncc3)cc2)cc1)c1ccncc1 (stereo not drawn)
  2, 8, -53, 31
Nc1c2nc(-c3ccccc3)[nH]c(=O)c2nc(=O)n1-c1ccccc1
  11, 7, 7, -29
COc1ccc(C(=O)NCc2ccc3c(c2)CCO3)cc1
  14, 4, -13, -6
Cc1ccc(C(=O)Nc2cccnc2Oc2ccc(Cl)cc2)cc1
  16, 5, -13, -13
O=C(/C=C/c1ccc(Cl)cc1)N(Cc1cccs1)C1CCS(=O)(=O)C1 (stereo not drawn)
  13, 1, 3, -1
COC(=O)c1ccccc1N=Nc1c(C)[nH][nH]c1=O
  15, 23, 2, -16
COC(=O)c1cc(NC(=O)c2cc(C(C)(C)C)nn2Cc2ccc(F)cc2)ccc1N1CCOCC1
  0, 8, 4, -4

# Bioassay records: PubChem BioAssay, several laboratories

# This is a subset (hit frequency here may not be typical).
